Screening results from PubChem.
All columns: NCI-60 one-dose screen, growth in % after 48 h at 10 µM unless noted; 100 = growth as untreated, 0 = no growth, -100 = all killed.
OVCAR-5 – OVCAR-5 ovarian cancer; 82,000 tested, 2.9% active
NCI-H23 – NCI-H23 lung cancer; AID 1794731; 80,000 tested, 4% active
OVCAR-4 – OVCAR-4 ovarian cancer cells; 80,000 tested, 3.7% active
OVCAR-3 – OVCAR-3 ovarian cancer; 79,000 tested, 7% active
NCI/ADR-RES – NCI/ADR-RES ovarian cells. 81,000 tested, 4.4% active. AID 1794790
SN12C – SN12C renal cancer cells | 81,000 tested, 3.8% active
SK-OV-3 – SK-OV-3 ovarian cancer cells; 80,000 tested, 3.2% active
IGROV1 – IGROV1 ovarian cancer. AID 1794786. 79,000 tested, 4.7% active
NCI-H226 – NCI-H226 lung cancer. 79,000 tested, 3.5% active
Active calls of the source: *; nt = not tested or not shown; & = joins results of further samples; ! = repeats disagree. The calls were made as follows: active = growth percent below 10; inactive = the rest. These rows are one share of the data; the hit share may differ from the screen's.

SMILES	OVCAR-5	NCI-H23	OVCAR-4	OVCAR-3	NCI/ADR-RES	SN12C	SK-OV-3	IGROV1	NCI-H226
C[C@]12CC[C@H]3[C@@H](CC=C4c5nc(-c6cccc(F)c6)sc5CC[C@@]43C)[C@@H]1CC[C@@H]2O	102	90	89	104	96	103	100	99	110
CCCCOC(=O)c1ccccc1C(=O)O.CCCCOC(=O)c1ccccc1C(=O)O.[Cu+2]	126	107	101	110	111	113	93	122	nt
C1=NCCCN2CCCCC12 (centres undefined)	106	108	104	116	105	108	124	132	nt
Clc1ccc2nnnn2n1	67	54	38	-3.9*	59	51	92	nt	67
CC(=O)O[C@@H]1[C@@H]2O[C@H]2[C@@](C)(O)C(=O)[C@@H](C)C/C=C/[C@H]2[C@@H]3O[C@]3(C)[C@@H](C)C3[C@H](Cc4ccccc4)NC(=O)[C@@]312 (some centres undefined)	96	70	56	54	82	63	23	55	66
COc1ccc2c(c1)NP(=S)(c1ccccc1)N2 (centres undefined)	127	104	103	117	109	99	109	117	107
COc1cc(OC)c(S(=O)(=O)N(CCCl)CCCl)cc1C(C)=O	105	nt	106	117	109	99	109	104	101
CCC(N)Cc1c[nH]c2ccccc12 (centres undefined)	89	91	110	105	44	108	104	68	78
C#C[C@]1(O)CC[C@H]2[C@H]3[C@H](CC[C@@]21C)[C@H]1CCC(=O)C=C1C[C@H]3C	104	100	101	118	102	103	nt	107	nt
CC12CCC3C(C(=O)CC4CC(O)CCC43C)C1CCC2=O (centres undefined)	105	105	110	102	114	104	108	109	106
COC(=O)C1=C(O)c2ccoc2C2(C(C)C)CCCC1C2 (centres undefined)	96	96	108	110	93	97	106	93	94
CN(C)CCCOc1ccc2c(c1)c(C(=O)C(=O)NCCO)cn2Cc1ccccc1	108	96	105	108	108	104	110	100	103
O=C(NCCCN1CC1)C(=O)NCCCN1CC1	111	102	101	99	90	99	104	82	92
Cn1cc(C2=C(c3cn(C4CCN(Cc5ccccn5)CC4)c4ccccc34)C(=O)NC2=O)c2ccccc21	31	54	77	90	84	81	84	34	94
O=c1cc(CCl)[nH]nc1CCl	113	106	96	116	106	103	111	105	105
O=S(=O)(c1ccccc1)C(Br)Br	105	109	100	105	107	106	101	119	110
COc1cc(OC)c(S(=O)(=O)N(CCCl)CCCl)cc1C1=NN(C(C)=O)C(c2ccc(Cl)cc2)C1 (centres undefined)	95	nt	76	89	84	80	88	97	59
COc1cc2c(cc1O)N=C[C@@H]1CCC(O)N1C2=O (mixture of isomers)	69	95	172	110	97	96	102	76	99
CCC(C#N)c1ccccc1 (centres undefined)	86&93	95&93	98&103	116&95	100&98	97&93	94&123	108&118	92&90
COc1nc2c(c(-c3ccc(F)cc3)c1C#N)[C@H]1CCC(/C2=C\c2ccc(F)cc2)N1C	81	86	95	95	82	82	96	95	83
CN(C/C=C/CN(C)P(=S)(N1CC1)N1CC1)P(=S)(N1CC1)N1CC1	113	94	94	101	98	91	101	86	93
CC(C)c1ccc(O)cc1	112	107	103	118	113	104	113	121	111
CCCCC1CO1 (centres undefined)	96	108	111	110	112	101	107	105	103
CC1(C)CCC(=O)O1	104	101	107	123	119	108	102	108	110
CCCCC(CC)COC(=O)c1cccc(C(=O)OCC(CC)CCCC)c1 (centres undefined)	99	107	117	115	106	111	99	111	102
O=Cc1ccc2c(c1)OCO2	100	96	113	114	102	106	105	112	105
O=C/C(Cl)=C(/Cl)C(=O)O	101&99	100&101	99&104	110&105	99&104	102&101	100&110	109&106	94&105
O=C(NP(=O)(N1CC1)N1CC1)OCc1ccccc1	99	101	121	114	107	105	110	nt	93
CNC(=O)Oc1cccc(C(F)(F)F)c1	114	108	114	125	109	94	108	120	90
O=C(/C=C/c1ccc(Cl)cc1)c1nc2ccccc2n1Cc1ccc(Br)cc1	90	62	68	38	63	53	95	52	57
Cc1nc(C#N)c(N2C[C@@H]3C[C@@H](C2)c2cccc(=O)n2C3)o1	103	100	114	100	97	104	108	103	102
C/C=C(\C)C(=O)O[C@@H]1C(O)[C@H]2OC(COC(=O)CCC(=O)CCCCCC[C@H](CCCCC)O[C@@H]3OC(C)[C@H](OC(C)=O)C(O)[C@H]3O2)[C@H]1OC(=O)/C=C/c1ccccc1 (some centres undefined)	49	37	18	15	38	17	12	27	1.1*
CC(C)COC(C(=O)OCCN(C)C)(c1ccccc1)c1ccccc1	103	105	110	108	108	107	121	91	110
C=CCN(CC=C)C(=O)CCN1CC1C (centres undefined)	100	102	113	118	102	106	105	105	98
Cc1ccc(P(=O)(O)O)cc1	114	108	101	118	106	98	128	111	99
C=C(OP(=O)(OC)OC)Sc1ccccc1C	110	103	112	120	106	103	103	132	108
Cc1ccc(-n2c(=S)[nH]c3ccccc3c2=O)cc1C	103	98	105	91	102	101	93	102	99
Cc1c(Cl)cc([N+](=O)[O-])c(O)c1[N+](=O)[O-]	102	100	95	106	112	97	94	115	102
O=CN1N=C(c2ccc(Br)cc2)CC1c1sc(N(CCCl)CCCl)nc1Cl (centres undefined)	88	86	96	103	98	84	82	88	86
O=[N+]([O-])c1cc(Cl)c(Cl)c([N+](=O)[O-])c1Cl	107	86	29	10	80	23	105	29	81
CCCCCCCCCCCCCCCC[N+](C)(C)C	-4.8*	-84*!	-35*!	-1.4*	83&52	-88*	-55*!	-57*	-55*!
CCN(CC)CC(O)c1ccc(I)cc1 (centres undefined)	95	96	113	108	97	105	120	97	106
Nc1nc(N)nc(NC2CC2)n1	109	92	89	106	95	82	88	85	87
Cc1ccc(C(O)(C(=O)O)c2ccc(C)cc2)cc1	92	94	107	105	109	98	77	104	94
CC1CNC(=S)N1 (centres undefined)	104	104	107	112	105	106	101	112	114
CC1CN1P1(=O)OCC(C)([N+](=O)[O-])CO1 (centres undefined)	103	105	111	123	113	95	111	137	115
COc1cccc2c1c(C(=O)c1ccco1)cn2Cc1ccc(F)cc1	122	111	114	108	104	72	122	8.6*	96
CC/C(=C(\CC)c1ccc(Oc2nc(N3CC3)nc(N3CC3)n2)cc1)c1ccc(Oc2nc(N3CC3)nc(N3CC3)n2)cc1	98	nt	94	108	99	88	106	79	96

Reformatted: entries from further up.
molecule: Nc1nc(N)nc(NC2CC2)n1
  OVCAR-5: 109; NCI-H23: 92; OVCAR-4: 89; OVCAR-3: 106; NCI/ADR-RES: 95; SN12C: 82; SK-OV-3: 88; IGROV1: 85; NCI-H226: 87

molecule: Cc1ccc(C(O)(C(=O)O)c2ccc(C)cc2)cc1
  OVCAR-5: 92; NCI-H23: 94; OVCAR-4: 107; OVCAR-3: 105; NCI/ADR-RES: 109; SN12C: 98; SK-OV-3: 77; IGROV1: 104; NCI-H226: 94

Following part.
SMILES	OVCAR-5	NCI-H23	OVCAR-4	OVCAR-3	NCI/ADR-RES	SN12C	SK-OV-3	IGROV1	NCI-H226
O=C(O)c1c(Cl)n(Cc2ccc(O)cc2)c2ccc(O)cc12	92	113	104	94	118	102	115	63	97
O=[N+]([O-])c1cc(F)cc([N+](=O)[O-])c1O	101	106	104	105	101	101	113	106	106
O=[N+]([O-])c1cccc(Cl)c1O	96	106	102	119	113	103	102	106	105
Cc1cccc(CN2CCNCC2)c1	103	103	118	99	102	105	97	112	108
S=C=Nc1ccc(Br)cc1	97	101	112	111	105	96	110	105	94
C[C@]12CC[C@H]3[C@@H](CCC4=CC(=O)CC[C@@]43C=O)[C@@H]1CCC2=O	104	115	95	121	105	104	122	97	106
CCCCNC(c1ccccc1)C(O)c1ccccc1 (centres undefined)	88	100	82	93	89	nt	100	89	108
CC(=O)Cc1ccc(C)cc1	97	105	110	94	105	99	95	106	95
O=C1c2ccccc2C(=O)N1N1CC1c1ccccc1 (centres undefined)	113	96	101	107	104	104	102	95	102
O=C(Cc1ccc([N+](=O)[O-])cc1)Nc1ccc(S(=O)(=O)F)cc1	87	nt	68	95	100	88	89	106	75
Cc1ccccc1NC(=NCCCN1CC1)Nc1ccccc1C	123	98	89	90	nt	92	80	82	83
ClC1OC(Cl)(Cl)C(Cl)(Cl)OC1(Cl)Cl (centres undefined)	93	99	nt	110	102	95	111	104	95

Next part (4 carried over from the part before).
SMILES	OVCAR-5	NCI-H23	OVCAR-4	OVCAR-3	NCI/ADR-RES	SN12C	SK-OV-3	IGROV1	NCI-H226
O=C1c2ccccc2C(=O)N1N1CC1c1ccccc1 (centres undefined)	113	96	101	107	104	104	102	95	102
O=C(Cc1ccc([N+](=O)[O-])cc1)Nc1ccc(S(=O)(=O)F)cc1	87	nt	68	95	100	88	89	106	75
Cc1ccccc1NC(=NCCCN1CC1)Nc1ccccc1C	123	98	89	90	nt	92	80	82	83
ClC1OC(Cl)(Cl)C(Cl)(Cl)OC1(Cl)Cl (centres undefined)	93	99	nt	110	102	95	111	104	95
COc1cc(C2=NN(C=O)C(c3sc(N(CCCl)CCCl)nc3Cl)C2)cc(OC)c1OC (centres undefined)	85	91	104	96	95	89	83	94	81
Cc1cccc(N2CCC3(CC2)C(=O)NC(=O)NC3=O)c1	109	99	93	116	103	101	108	115	103
Cn1c(=O)c2[nH]c(N3CCN(CCCl)CC3)nc2n(C)c1=O	103	99	100	103	101	111	105	109	107
COc1cccc(CNC(=O)CN2CCCC2=O)c1O	94	98	101	100	99	121	110	111	93
C[C@H]1CC[C@H]2[C@H](C1)c1c(O)cc(-c3cc4ccccc4s3)cc1OC2(C)C	106	85	91	102	96	91	91	97	90
CC1(C)COP(=O)(CCC#N)OC1	108	103	115	131	nt	118	124	106	103
O=c1ccc(=O)[nH][nH]1	102	110	109	106	113	102	122	119	93
O=[N+]([O-])C(Br)C(c1ccccc1)N1CCOCC1 (centres undefined)	102	98	106	111	102	104	103	103	103
O=c1ccc2cc(OC3OC(CO)C(O)C(O)C3O)c(O)cc2o1 (centres undefined)	102	94	99	108	98	101	108	110	102
CN(Cc1ccc(C(F)(F)F)cc1)CC(O)C(=O)Nc1ccc(C#N)c(C(F)(F)F)c1 (centres undefined)	104	103	104	111	100	95	95	95	94
O=C1/C(=C/c2cn(Cc3ccc(Br)cc3)c3ncccc23)N2CCC1CC2	99	86	88	96	73	87	106	87	82
COc1ccccc1CC(C)NC(C)Cc1ccccc1OC (centres undefined)	74	83	87	97	88	86	102	95	95
O=C1NC(=O)C(=Cc2ccc3ccccc3c2)C(=O)N1	100	96	96	95	100	98	99	108	102
O=S(=O)(F)c1ccc(Cl)cc1C[P+](c1ccccc1)(c1ccccc1)c1ccccc1	87	95	117	102	83	89	110	94	108
CCCCCCNP(=O)(Oc1ccccc1)Oc1ccccc1	112	99	112	99	103	103	97	100	89
C[C@]12CCC(=O)C[C@@H]1CC[C@@H]1[C@@H]2CC[C@]2(C)OC(=O)CC[C@@H]12	106	109	nt	112	110	102	113	116	109
O=[N+]([O-])c1c2ccccc2cc2ccccc12	108	99	102	118	107	103	108	104	95
CC1(C)N=C(N)N=C(N)N1c1ccc(CCC(=O)Nc2ccc(S(=O)(=O)F)cc2)c(Cl)c1	29	30	53	59	58	29	65	-43*	47
COC(=O)[C@@]12C(N)=NC(=C(C#N)C#N)[C@]1(C#N)[C@H]2c1cc(OC)c(OC)c(OC)c1	99	105	96	117	100	101	114	109	100
CC(=O)O[C@H]1CC[C@@]2(C)C(=CCC3C2CC[C@]2(C)C(=O)CCC32)C1 (some centres undefined)	92	nt	nt	115	96	106	100	116	92
CCCC(=O)O[C@@H]1C[C@H]2C[C@@H](O[C@@H]3O[C@@H](C)[C@@H](O)[C@@H](O)[C@H]3OC)C[C@@H](C[C@@H](C)/C=C/C=C\C[C@@H]3O[C@@H](C[C@@H]3C)[C@@H](O)C[C@H]3C[C@@]1(O)C(=O)O3)O2	75	26	25	60	68	59	52	70	33
CN1C(=O)C(=S(C)C)C(=O)N(C)C1=O	100	110	105	115	103	104	93	97	113
COc1cc([N+](=O)[O-])c2nc(C)ccc2c1[N+](=O)[O-]	131	105	103	44	105	89	119	109	104
CN(C)c1nn[nH]n1	102	118	101	113	114	104	114	109	91
C=C(C)CC1(CC)C(=O)NC(=S)NC1=O	94&110	115&104	112	119&135	114&106	101&115	104&110	114&122	89&98
CNC(=O)Oc1ccc(C(=O)OCCO)cc1	105	nt	99	108	109	101	104	105	108
CNC(=O)Oc1c(OC)cccc1OC	99	99	103	102	104	97	95	111	93
N#Cc1c(-n2c(Br)c(Br)c3cc(Br)ccc32)[nH]c2c(Br)cc(Br)cc12	33	-36*	20	nt	-2.1*	0.6*	-44*	25	-20*
[N-]=[N+]=NS(=O)(=O)c1cccc([N+](=O)[O-])c1	nt	104	105	118	106	97	87	108	98
Nc1cccnc1	116	109	129	119	104	102	105	106	107
CCC1(CC(C)c2ccccc2)C(=O)NC(=O)NC1=O (centres undefined)	100	103	107	123	104	97	111	120	98
CN1CCCCC1Cc1ccccc1 (centres undefined)	108	98	102	109	105	99	104	112	103
NCCc1ccc(OCc2ccccc2)c(OCc2ccccc2)c1	105	88	86	88	88	87	91	75	103
Cc1ncn2nc(NN)nc2n1	105	106	108	118	104	104	116	103	104

Profiles as entered above.
`CCC1(CC(C)c2ccccc2)C(=O)NC(=O)NC1=O` (centres undefined) in the list: OVCAR-5 = 100; NCI-H23 = 103; OVCAR-4 = 107; OVCAR-3 = 123; NCI/ADR-RES = 104; SN12C = 97; SK-OV-3 = 111; IGROV1 = 120; NCI-H226 = 98
`CNC(=O)Oc1ccc(C(=O)OCCO)cc1` in the list: OVCAR-5 = 105; NCI-H23 = nt; OVCAR-4 = 99; OVCAR-3 = 108; NCI/ADR-RES = 109; SN12C = 101; SK-OV-3 = 104; IGROV1 = 105; NCI-H226 = 108
`Nc1cccnc1` in the list: OVCAR-5 = 116; NCI-H23 = 109; OVCAR-4 = 129; OVCAR-3 = 119; NCI/ADR-RES = 104; SN12C = 102; SK-OV-3 = 105; IGROV1 = 106; NCI-H226 = 107
